Assay outcomes: PubChem, The Scripps Research Institute Molecular Screening Center
TAAR1 antag = human TAAR1 antagonism; inhibition, % at 3 µM; CHO RD-HGA16 TAAR1, Fluo-8 calcium fluorescence, antagonist; 1.5% of 360,000 active; AID 624466; Q96RJ0;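 active = inhibition above a per-plate cutoff, the mean inhibition of test compounds on that plate plus 3 SD, cut at about 49% in these data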;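 also: 0% = DMSO plus EC80 beta-PEA response and 100% = DMSO alone without agonist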
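Assay system: RD-HGA16 CHO cells with stable hTAAR1 and Gα16 / Reagent: EC80 β-phenethylamine stimulus / Doses: 3 µM, single point / Timing: dye loading 75 min at 37 °C, then 30 min room temperature / Measured by: Fluo-8 intracellular calcium dye fluorescence, real-time kinetic reads / Controls: vehicle wells and EC80 agonist wells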
OXTR ag = human OXTR agonism; P30559; CHO-OTR cells, Fluo-8 calcium fluorescence; normalized: DMSO 0%, oxytocin 100%; activation, % at 3 µM; 0.32% of 320,000 active; AID 2435;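 active = activation above the mean of all tested compounds plus 3 SD, cutoff set per screening run, cut at about 20% in these data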;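 also: peak over basal fluorescence ratio from a 100 s FLIPR kinetic read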
CHRM1 PAM = human CHRM1 positive allosteric modulation. P11229. CHO-K1 hM1, Fluo-8 calcium fluorescence, ACh EC20; 0% = ACh EC20, 100% = maximal ACh. 0.088% of 360,000 active. activation, % at 3 µM; in the data active = activation above about 19%, passing the limit was not always enough
Target sequence (P11229 whole entry, looked up): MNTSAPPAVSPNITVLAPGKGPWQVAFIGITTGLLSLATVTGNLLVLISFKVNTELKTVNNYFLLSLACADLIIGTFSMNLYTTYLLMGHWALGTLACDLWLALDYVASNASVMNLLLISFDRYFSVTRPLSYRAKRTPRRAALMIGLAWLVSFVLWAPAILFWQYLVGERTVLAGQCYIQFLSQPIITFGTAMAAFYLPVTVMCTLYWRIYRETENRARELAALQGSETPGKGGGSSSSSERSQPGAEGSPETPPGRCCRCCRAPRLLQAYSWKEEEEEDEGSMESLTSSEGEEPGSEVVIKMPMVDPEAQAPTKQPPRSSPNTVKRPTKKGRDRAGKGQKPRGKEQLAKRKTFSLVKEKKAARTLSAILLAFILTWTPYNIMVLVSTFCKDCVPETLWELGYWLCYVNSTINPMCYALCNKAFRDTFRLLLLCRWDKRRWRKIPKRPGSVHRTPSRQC
CHO parental Ca = signal in parental CHO cells, OX1R antagonist counter-screen; inhibition, % at 5.6 µM; parental CHO-K1, ATP-induced calcium, Fluo-8 fluorescence; 0.63% of 330,000 active;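 active = inhibition above that plate's mean sample inhibition plus 3 SD, cut at about 26% in these data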;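 also: 0% = ATP-challenged DMSO wells and 100% = DMSO wells without ATP; some compounds past the cut are filed as inactive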
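test system = CHO parental line | reagent = ATP stimulus | measured by = intracellular calcium via Fluo-8 no-wash fluorescent dye | control set = ATP and no-ATP DMSO wells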
V1aR counter = activates human V1a receptor in oxytocin agonist counter-screen | CHO-V1R cells, Fluo-8 calcium fluorescence, agonist mode; 0% DMSO, 100% 3 nM vasopressin | activation, % at 3 µM | 0.25% of 320,000 active | AID 2797;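 active = activation above the mean activation of all tested compounds plus 3 SD, per screening run, cut at about 20% in these data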;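 also: signal is peak over basal fluorescence ratio across a 100 second FLIPR read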
Target sequence (P37288 whole entry, looked up): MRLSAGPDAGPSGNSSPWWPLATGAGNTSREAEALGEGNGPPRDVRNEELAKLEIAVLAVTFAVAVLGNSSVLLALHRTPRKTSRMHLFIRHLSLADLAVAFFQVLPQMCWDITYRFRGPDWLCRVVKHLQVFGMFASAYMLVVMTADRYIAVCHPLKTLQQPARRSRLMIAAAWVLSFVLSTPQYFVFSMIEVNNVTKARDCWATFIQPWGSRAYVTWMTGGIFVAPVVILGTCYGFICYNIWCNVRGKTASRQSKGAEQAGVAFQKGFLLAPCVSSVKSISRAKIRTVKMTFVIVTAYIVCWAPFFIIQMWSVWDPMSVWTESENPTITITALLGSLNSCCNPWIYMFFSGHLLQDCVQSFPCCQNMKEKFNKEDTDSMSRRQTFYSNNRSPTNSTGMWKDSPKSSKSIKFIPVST
OXTR potentiate = potentiators of human oxytocin receptor; P30559; CHO-OTR cells, Fluo-8 calcium fluorescence, potentiator mode; 0% = oxytocin EC15, 100% = EC100; activation, % at 3 µM; 0.061% of 320,000 active;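 active = activation above that plate's cutoff, the mean activation of tested compounds plus 3 SD, cut at about 6.6% in these data, passing the limit was not always enough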;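 also: 100% uses oxytocin at 75 nM as the full agonist control; some results filed as inactive read as strong as hits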
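Dosing: Single dose, 3.0 µM nominal final compound concentration | Material: Human OTR in CHO cells | Technique: Kinetic Fluo-8 calcium fluorescence | Benchmarks: EC15 oxytocin alone as 0%, 75 nM oxytocin as 100% | Probe or stimulus: Oxytocin at about EC15, sub-maximal agonist stimulus | Incubation: Compound 6 min at room temperature before oxytocin, 100 s read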
M1 antag = human CHRM1 antagonism; P11229; CHO-K1 hM1, Fluo-8 calcium fluorescence, ACh EC80 antagonist; inhibition, % at 3 µM; 1.3% of 360,000 active; AID 588852;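 active = percent inhibition above its own plate's cutoff, namely the mean of that plate's compound wells plus 3 SD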;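 also: peak over basal fluorescence ratio during 140 s after agonist addition; 0% = ACh EC80 plus DMSO and 100% = DMSO alone without agonist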
M1 ag = activates human CHRM1 receptor. CHO-K1 hM1, Fluo-8 calcium fluorescence, agonist mode; 0% DMSO, 100% acetylcholine EC100. activation, % at 3 µM. 0.33% of 360,000 active;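 active = activation above the run's mean compound activation plus 3 SD, cut at about 16% in these data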;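 also: peak over basal fluorescence ratio within a 140 s kinetic read after compound addition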
TAAR1 ag = human TAAR1 agonism; CHO RD-HGA16 TAAR1, Fluo-8 calcium fluorescence; vehicle wells 0%, saturating PEA agonist 100%; activation, % at 3 µM; 0.99% of 360,000 active;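 active = activation above the mean activation of all test compounds in the run plus 3 SD, cut at about 38% in these data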
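test system = CHO RD-HGA16 cells carrying human TAAR1 plus Gα16 | schedule = 17-24 h seeding, 75 min 37 °C dye, 30 min RT | compound dosing = 3 µM single concentration | control set = DMSO and PEA EC100 | replicates = n 1 | signal = Fluo-8 fluorescence, 5 s baseline then 140 s kinetic read | measure = percent activation vs PEA EC100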
* hit, by the source's call; / = no result given.

SMILES	TAAR1 antag	OXTR ag	CHRM1 PAM	CHO parental Ca	V1aR counter	OXTR potentiate	M1 antag	M1 ag	TAAR1 ag
CC(C)(C)n1nnnc1C(c1ccc(C(F)(F)F)cc1)N(Cc1ccccc1)Cc1ccco1 (stereo not given)	-9	-1.0	5	-8	-0.7	-4	-8	-3	3
CC1CN(C(=O)CCNC(=O)c2ccccc2Cl)CC(C)O1 (stereo not given)	-11	0.7	16	-13	4.0	0	-26	4	1
COc1cc(CN2CCN(CCc3ccccc3)C(CCO)C2)cc(OC)c1 (stereo not given)	-34	0.1	-3	-29	-0.3	-3	1	-7	6
CCOc1ccc(S(=O)(=O)N(CC)CC(=O)N2CCCC2)cc1	-17	-1.5	14	10	0.0	-2	-21	-2	2
O=C(Nc1nnc([C@H]2C[C@H](O)[C@@H](CO)O2)s1)Nc1ccccc1F	-12	/	0	/	/	/	-5	-2	12
CCCNC(=O)C(NS(=O)(=O)c1ccc2c(c1)c(=O)n(C)c(=O)n2C)c1ccccc1 (stereo not given)	-21	-0.5	1	-16	-0.1	-5	9	-6	0
O=C(SCC(O)C(O)CS)c1cccs1 (stereo not given)	19	2.5	9	-12	0.5	-6	-2	-3	13
Clc1ccc(Br)c(-c2nc3ccccc3[nH]2)c1	-7	/	4	/	/	/	-5	1	0
COc1cccc(NC(=O)CCc2nnc3ccc(NCc4ccco4)nn23)c1	6	-0.7	0	1	-0.6	-5	-4	0	1
Cc1ccc(C)c(S(=O)(=O)N2CCCCC2CCNC(=O)C(=O)NCc2ccco2)c1 (stereo not given)	-1	-1.6	5	-36	1.3	-11	-12	-5	-1
COC(=O)C1C(c2ccccc2)C(C(=O)OCc2ccco2)C1c1ccccc1 (stereo not given)	/	-2.0	-12	9	0.5	-10	26	-5	/
O=c1oc2ccccc2cc1-c1ccccc1	-2	-1.9	3	-3	-1.3	4	1	-6	1
COc1ccc(C2CC(c3ccccc3)=NN2c2ccc(/C=N/NC(=O)c3ccncc3)cc2)cc1 (stereo not given)	28	0.9	9	-25	6.3	-9	-14	-4	11
O=C(COC(=O)c1ccc(NS(=O)(=O)c2ccc(F)c(F)c2)cc1)NCC1CCCO1 (stereo not given)	1	0.7	7	-14	0.0	-5	-9	-4	7
Cc1cccc(C)c1NCc1nnc(SCC(=O)Nc2nc(-c3ccccc3)cs2)n1-c1ccccc1	-23	-0.6	8	-12	0.7	-6	-3	-8	0
NC(=O)CSc1nc(C2CC2)nc2sc3c(c12)CCCC3	-10	0.2	10	4	-0.4	2	-9	-5	6
O=[N+]([O-])c1ccc(/C=N/Nc2ccccn2)cc1	-10	-1.1	16	-1	0.7	-9	-14	0	-3
COC(=O)C1=C(C)OC(N)=C(C#N)C1c1ccc(OC)c(CSc2ccccn2)c1 (stereo not given)	0	-0.2	10	-6	0.3	-9	-6	-3	4
C[C@H](CO)N1C[C@H](C)[C@@H](CN(C)S(C)(=O)=O)Oc2ccc(N(C)C)cc2C1=O	9	0.2	5	8	0.1	-9	-2	-2	0
Cc1ccc(Cn2c(SCCN3CCCCC3)nc3c2c(=O)n(C)c(=O)n3C)cc1	-7	-0.4	-20	-13	0.3	-9	-20	-10	4

Arranged by formula weight (descending): part of the list above.
SMILES	TAAR1 antag	OXTR ag	CHRM1 PAM	CHO parental Ca	V1aR counter	OXTR potentiate	M1 antag	M1 ag	TAAR1 ag
Cc1cccc(C)c1NCc1nnc(SCC(=O)Nc2nc(-c3ccccc3)cs2)n1-c1ccccc1	-23	-0.6	8	-12	0.7	-6	-3	-8	0
CC(C)(C)n1nnnc1C(c1ccc(C(F)(F)F)cc1)N(Cc1ccccc1)Cc1ccco1 (stereo not given)	-9	-1.0	5	-8	-0.7	-4	-8	-3	3
CCCNC(=O)C(NS(=O)(=O)c1ccc2c(c1)c(=O)n(C)c(=O)n2C)c1ccccc1 (stereo not given)	-21	-0.5	1	-16	-0.1	-5	9	-6	0
Cc1ccc(Cn2c(SCCN3CCCCC3)nc3c2c(=O)n(C)c(=O)n3C)cc1	-7	-0.4	-20	-13	0.3	-9	-20	-10	4
COC(=O)C1=C(C)OC(N)=C(C#N)C1c1ccc(OC)c(CSc2ccccn2)c1 (stereo not given)	0	-0.2	10	-6	0.3	-9	-6	-3	4
C[C@H](CO)N1C[C@H](C)[C@@H](CN(C)S(C)(=O)=O)Oc2ccc(N(C)C)cc2C1=O	9	0.2	5	8	0.1	-9	-2	-2	0
O=C(Nc1nnc([C@H]2C[C@H](O)[C@@H](CO)O2)s1)Nc1ccccc1F	-12	/	0	/	/	/	-5	-2	12
CCOc1ccc(S(=O)(=O)N(CC)CC(=O)N2CCCC2)cc1	-17	-1.5	14	10	0.0	-2	-21	-2	2
NC(=O)CSc1nc(C2CC2)nc2sc3c(c12)CCCC3	-10	0.2	10	4	-0.4	2	-9	-5	6
O=C(SCC(O)C(O)CS)c1cccs1 (stereo not given)	19	2.5	9	-12	0.5	-6	-2	-3	13
O=[N+]([O-])c1ccc(/C=N/Nc2ccccn2)cc1	-10	-1.1	16	-1	0.7	-9	-14	0	-3
O=c1oc2ccccc2cc1-c1ccccc1	-2	-1.9	3	-3	-1.3	4	1	-6	1

Later entries.
SMILES	TAAR1 antag	OXTR ag	CHRM1 PAM	CHO parental Ca	V1aR counter	OXTR potentiate	M1 antag	M1 ag	TAAR1 ag
Cc1cc(-n2c(C)cc(C(=O)COC(=O)CN=C3NS(=O)(=O)c4ccccc43)c2C)no1	16	0.2	1	-17	-0.5	-3	-17	-3	8
Cc1cccc(CCNC(=O)C2CCCN(S(=O)(=O)c3cnc[nH]3)C2)c1 (stereo not given)	-17	0.0	-1	-1	0.0	-3	1	-1	2
Cn1c(=O)c2c(nc(Sc3ccccc3N)n2C)n(C)c1=O	-6	-0.4	8	-9	0.4	-6	-16	-1	6
Cc1ccc(Cl)cc1N(CC(=O)NC(C)c1ccccc1)S(C)(=O)=O (stereo not given)	-4	/	10	/	/	/	-10	-2	-1
CCn1cc(C(=O)N2CCN(c3ccccn3)CC2)c2cc(OC)c(OC)cc2c1=O	-12	-0.9	4	-13	-0.5	-6	-10	-4	0
CCCOc1ccc(N2CC(C(=O)Nc3ncccc3C)CC2=O)cc1 (stereo not given)	7	-0.6	-1	-13	1.5	-5	-3	-3	-1
Cc1cc(C)nc(Sc2c(C)nn(-c3ccccc3)c2C)n1	-11	-1.4	5	-4	-1.1	-4	-11	-5	18
Cn1nc(C(F)(F)F)c(C#N)c1N1CCN(c2ccccc2)CC1	0	-2.5	9	-6	-1.1	-16	-16	0	13
Cc1ccc(OCCOc2ccc(Cl)cc2Cl)c([N+](=O)[O-])n1	14	-1.3	-1	-18	-0.2	-4	-7	-11	4
COc1cccc(NC(=O)c2nnn(CCc3ccccc3)c2N)c1	30	0.5	3	-4	1.3	-5	-9	1	2
CN1CCC(N(C)C(=O)c2ccc(Cl)c(S(=O)(=O)N3CCOCC3)c2)CC1	-16	/	3	/	/	/	-9	7	1
Cc1cc(C)c(NC(=O)CN2C(=O)NC3(CCc4ccccc43)C2=O)c(Cl)c1 (stereo not given)	0	2.1	6	-14	2.2	-1	-9	0	1
CC(C)CN(C(=O)CC1OC(=O)c2ccccc21)c1c(N)n(Cc2ccccc2)c(=O)[nH]c1=O (stereo not given)	-4	0.4	6	0	-0.2	-3	-8	-3	3
Fc1ccc(NC(=S)N2CCOCC2)cc1Cl	12	0.3	-2	3	0.8	-6	6	0	4
COc1ccc(Cn2nnnc2C(c2cc3ccc(OC)cc3[nH]c2=O)N2CCC(C)CC2)cc1 (stereo not given)	5	-0.2	-1	-1	-0.6	-6	4	-7	4
Cc1cccc(CCN2C(Nc3ccccc3)=NC[C@@H]2CC(C)C)c1	107*	21*	-36	31	16	-19	57*	53*	127*
Cc1cc(-n2cnc(-c3cn(C)nc3C)n2)no1	-19	0.3	8	-12	0.0	-4	-12	-2	2
O=C(COc1ccccc1Cl)Nc1ccc(C(=O)O)cc1NC(=O)COc1ccccc1Cl	-8	0.4	12	2	0.4	0	-15	-1	0
N#Cc1ccc(CSc2nnc(NC(=O)C3CC(=O)N(c4ccc5c(c4)OCCO5)C3)s2)cc1 (stereo not given)	/	-0.4	7	-9	1.0	-7	-11	-3	/
COc1ccccc1N(C)S(=O)(=O)c1ccc(Cl)c(C(=O)NCc2cccnc2)c1	0	-0.2	-1	-20	-0.5	-3	-5	-3	3
CCOC(=O)CC1=CCc2c1ccc(OC)c2OC	-2	/	-3	/	/	/	0	-4	0
COc1ccc(NC(=O)C2CCN(S(=O)(=O)c3cccc4cccnc34)CC2)cc1OC	8	0.3	4	-12	-0.7	2	-8	0	4
CC(C)C(NC(=O)c1ccc(S(=O)(=O)N2CCOCC2)cc1)c1nc2ccccc2[nH]1 (stereo not given)	-1	0.1	6	-5	0.2	2	-9	-7	16
Cc1ccc(S(=O)(=O)NCC(c2ccco2)S(=O)(=O)c2ccccc2)cc1 (stereo not given)	-5	2.9	5	-8	3.3	-6	-7	0	7
Cc1ccc(C)c(OCCCCN2CCNCC2)c1C	-9	4.2	-1	-15	1.6	-4	2	-5	10
CC1(C)CC(=O)c2cnc(N3CCc4ccccc43)nc2C1	-13	-2.9	18	-19	-0.7	-13	-27	1	-2
COc1ccc([C@@H]2C[C@H]3[C@@H](CN2S(=O)(=O)c2ccccc2)C(=O)C[C@@H](c2cccc4ccccc24)N3S(=O)(=O)c2ccc(C)cc2)cc1	-7	/	-2	/	/	/	7	-2	4
COc1ccc(OC)c(CNC(=O)CCC(=O)N2Cc3ccccc3Oc3ncccc32)c1	-9	0.9	3	-13	2.4	-5	-7	-3	3
CCC(CC)c1nnc(NC(=O)C2CCN(C(=O)c3ccco3)CC2)s1	-3	1.0	6	-5	1.8	-1	-3	1	4
CCn1c(NN)nc2sc3c(c2c1=O)CCC3	9	-1.9	1	-14	-0.2	-8	4	-1	7
CCC[N+]1(CC#CC2(O)CCCCC2)CCOCC1	22	0.0	10	13	-0.3	-6	-11	-16	2
CCN(c1ccccc1)S(=O)(=O)c1ccc(OC)c(NC(=O)C2=NN(c3ccccc3)C(=O)CC2)c1	32	/	-2	/	/	/	7	-4	2
CC(C)CC(NC(=O)C(NC(=O)C(Cc1ccc(OCc2ccccc2)cc1)NC(=O)OC(C)(C)C)C(C)C)C(N)=O (stereo not given)	-4	-1.1	-5	-13	-1.0	-9	3	-3	1

Random draw from the library; any-hit rate near 3.7%.
